PI4K2A block: blocks human PI4K2A kinase activity | AID 1346378 | purified PI4K2A, ADP-Glo luminescence, 1 h; stronger effect = lower value | 0.13% of 420,000 active | Q9BTU6 | activity change, negative = inhibition, % at 76.9 µM; in the data active = activity change below about -50%; inconclusive = mostly about -30% to -49%;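 note: -100% = wells without enzyme as full effect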
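ADP-Glo luminescence measured ADP generated by PI4K2A enzyme (4 ug/mL before mixing) with 1.2 mM PI substrate (pre-mix) and 300 microM ATP (pre-mix). Tris pH7.5 buffer with MgCl2, Triton X-100; 1 h reaction at ambient temperature.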
USP1 inh: USP1/UAF1 (human) deubiquitinase inhibition | 0.23% of 390,000 active | O94782 | recombinant USP1/UAF1, Ub-Rhodamine cleavage fluorescence | AID 743255 | Potency, µM (titrated, usually from 57.1 µM), for inactives: at the highest dose activity change, negative = inhibition, actives largely listed as inhibitors; note: potency is the fitted concentration of half-maximal effect; % is set by controls: 0 for no effect and ±100 for the full control effect; nearly all actives have a fitted effect of over 60% in size; inactives centre near -12
Target sequence (O94782 whole entry, looked up): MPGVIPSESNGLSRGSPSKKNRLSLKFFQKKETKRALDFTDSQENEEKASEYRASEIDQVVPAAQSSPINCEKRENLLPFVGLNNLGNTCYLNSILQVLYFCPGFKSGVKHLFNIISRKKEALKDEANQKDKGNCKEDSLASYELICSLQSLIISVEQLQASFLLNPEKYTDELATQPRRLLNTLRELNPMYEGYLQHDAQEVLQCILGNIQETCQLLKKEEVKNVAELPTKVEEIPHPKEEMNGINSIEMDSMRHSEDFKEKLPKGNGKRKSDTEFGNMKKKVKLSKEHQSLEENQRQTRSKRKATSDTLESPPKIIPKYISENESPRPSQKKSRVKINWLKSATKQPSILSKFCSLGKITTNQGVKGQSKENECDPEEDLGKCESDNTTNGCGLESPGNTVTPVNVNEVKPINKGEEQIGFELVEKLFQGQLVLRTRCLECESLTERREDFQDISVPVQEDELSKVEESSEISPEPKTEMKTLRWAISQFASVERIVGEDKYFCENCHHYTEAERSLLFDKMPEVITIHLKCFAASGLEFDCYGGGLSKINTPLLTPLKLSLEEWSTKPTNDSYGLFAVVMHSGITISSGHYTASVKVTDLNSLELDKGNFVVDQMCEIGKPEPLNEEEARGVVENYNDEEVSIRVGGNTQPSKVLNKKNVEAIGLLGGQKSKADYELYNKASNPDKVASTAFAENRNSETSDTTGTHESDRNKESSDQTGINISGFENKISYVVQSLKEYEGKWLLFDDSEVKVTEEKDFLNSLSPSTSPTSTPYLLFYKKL
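1 nM enzyme complex + cpd, 15 min RT; start with Ub-Rho 150nM final; kinetic fluorescence ex 480/em 540, 6 reads q60 s. Buffer 50mM HEPES pH 7.8, 0.5mM EDTA, 0.1 mg/ml BSA, 1mM TCEP, 0.01% Tween-20.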
D2 agonist: D2 dopamine receptor (human) agonism; P14416; HEK293 T-REx D2 cells, calcium flux agonist mode; activation, % at 2 µM; 0.53% of 340,000 active;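 active = activation over 3 SD above normal in the single-dose calcium agonist read, cut at about 30% in these data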; note: 0% is about no effect
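Tetracycline-induced HEK293 Trex cells with D2 receptor force-coupled to calcium signaling, plated overnight at 30 C and loaded with no-wash calcium dye. Calcium flux read kinetically for 180 s after compound addition; responses flag agonists.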
TRHR agonist: activates the human TRH receptor | P34981 | TRHR cells, calcium flux fluo-8, FDSS agonist mode | 0.18% of 360,000 active | activation, % at 2 µM; in the data active = activation above about 30%; note: 0% is about no effect
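Steps: seed TRHR cells overnight; add fluo-8 no-wash Ca dye, RT 30 min–1.5 h; record 10 s baseline; pin-transfer compounds; monitor fluorescence 1 cycle/s for the agonist window. Calcium increases flag candidate agonists.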
TrxR1 substrate: is turned over as a substrate by rat TrxR1. O89049. purified TrxR1 substrate turnover, NADPH consumption readout. Potency, µM (top dose mostly 114 µM), for the others: at the highest dose activity change, negative = substrate turnover. 0.01% of 390,000 active. AID 588456; note: potency is the fitted concentration of half-maximal effect; % is set by controls: 0 for no effect and ±100 for the full control effect; nearly all actives have a fitted effect of over 50% in size
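Rat TrxR1, dispensed at 90 nM, was prereduced with 400 uM NADPH (final) for 5 min at ~22 deg C, then incubated with compound 15 min before 400 uM selenite. A first-read NADPH fluorescence drop versus no-compound background flagged substrates.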
IDH1 R132H inh: human IDH1 R132H inhibition. IDH1-R132H enzyme, NADPH consumption, diaphorase/resazurin fluorescence. Potency, µM (top dose mostly 76.6 µM), for inactives: at the highest dose activity change, negative = inhibition, most hits filed as inhibitors. 0.093% of 390,000 active; note: potency is the fitted concentration of half-maximal effect; % is set by controls: 0 for no effect and ±100 for the full control effect; nearly all actives have a fitted effect of over 65% in size
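IDH1-R132H (0.5 ug/mL dispensed) in pH 7.5 Tris buffer was preincubated 30 min with compound, then given a substrate mix of 0.016 mM NADPH and 2 mM alpha-KG for 80 min at room temperature; remaining NADPH was read by diaphorase/resazurin fluorescence.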
TRHR PAM: allosterically enhances the human TRH receptor; 0.66% of 360,000 active; TRHR cells, fluo-8 calcium fluorescence, EC20 TRH enhancement; AID 493056; P34981; enhancement, % at 2 µM; in the data active = enhancement above about 30%; note: 0% is about no effect
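Enhancer read-out: after compound pinning and an initial kinetic agonist-mode read, an EC20 of TRH (10 nM final) was injected and fluo-8 calcium signal (Ex 480/Em 530) followed at 1 s/cycle for 100 cycles in TRHR-expressing cells.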
D2 antag: antagonizes the human D2 dopamine receptor. P14416. HEK293 TREx D2 cells, calcium flux, dopamine EC80. inhibition, % at 10 µM. 2% of 340,000 active; in the data active = inhibition above about 30%; note: 0% is about no effect
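Measurement of antagonist activity uses fluorescent calcium dye in inducible HEK293 T-REx D2 cells: 10 s baseline, compound addition with 180 s read, EC80 dopamine addition with a further 180 s read.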
rTrxR1 inhibitor: rat TrxR1 inhibition | Potency, µM (highest dose often 114 µM), for inactives: top-dose activity change, negative = inhibition, usual class: inhibitors | O89049 | recombinant rTrxR1, NADPH fluorescence consumption, selenite substrate | 1% of 390,000 active; note: potency is the fitted concentration of half-maximal effect; % is set by controls: 0 for no effect and ±100 for the full control effect; nearly all actives have a fitted effect of over 65% in size
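Rat TrxR1 (90 nM in the dispensed reagent) was pre-reduced with 400 uM NADPH for 5 min at room temperature, then incubated with compound for 15 min. After 400 uM selenite was added, NADPH fluorescence (Ex 340/Em 450 nm) was followed for 8 min.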
* hit, by the source's call; ? = inconclusive; . = not tested or not shown; [ ] = another dose, or the depositor's remark. Unless noted, calls come from the whole dose curve; as a rule, active = well fitted inhibition curve with a large enough effect; inconclusive = small, poorly fitted or top-dose-only effect; inactive = no such curve, though single readings can be large or run the other way.

SMILES	PI4K2A block	USP1 inh	D2 agonist	TRHR agonist	TrxR1 substrate	IDH1 R132H inh	TRHR PAM	D2 antag	rTrxR1 inhibitor
COc1cccc(OCC(O)CO)c1 (configuration not stated)	1.4	3.0%	1.1	0.4	1.6%	5.0%	3.4	-15.7	14.9%
COC(=O)C1CCN(C(=O)CSc2ccccc2)CC1	-8.9	2.6%	-0.4	0.3	0.9%	1.7%	0.8	2.2	23.7%
COc1ccccc1CNC(=O)COC(=O)c1cc(=O)c2ccccc2o1	7.1	-19.3%	.	.	-10.6%	12.8%	.	.	0.1%
COCCNC(=O)CSc1nc(-c2ccc(OC)c(OC)c2)cc(C(F)(F)F)n1	8.2	-13.8%	0.7	0.3	2.3%	13.3%	3.3	4.1	-10.7%
COc1cccc(CNC(=O)CCC(=O)N2CC(C)Sc3ccccc32)c1 (configuration not stated)	-2.6	-8.1%	0.0	0.4	-5.6%	-13.1%	-1.8	.	6.1%
CC(C)CC(=O)Nc1c2c(nn1-c1cccc(Cl)c1)CS(=O)(=O)C2	-1.7	1.8%	-0.3	0.5	4.7%	21.1%	4.9	3.4	17.2%
COc1ccc(C(=O)N2CCN(C)C(C)C2)cc1OC1CCN(C(C)=O)CC1 (configuration not stated)	1.1	-17.2%	0.8	-0.3	-7.9%	-0.9%	1.4	-1.5	-11.6%
COc1ccc(N2CC(O)=C(c3nc(-c4ccc(F)cc4)cs3)C2=N)cc1OC	0.9	-19.9%	-0.2	0.1	9.6%[57.1 µM]	-3.9%	0.5	-6.6	14.0%[57.1 µM]
O=C(NC1CCCCC1)c1n[nH]c2c1CC(c1ccccc1)CC2 (configuration not stated)	0.7	-11.0%	0.0	-0.3	6.3%[57.1 µM]	-2.2%	0.1	-4.7	10.9%[57.1 µM]
C=CCNc1oc(/C=C/c2ccccc2)nc1C#N	1.8	-11.0%	-0.1	1.2	.	4.0%	-1.0	-10.9	?
Cc1ccc(NC(=O)c2oc3ccccc3c2COC(C)C)cc1S(=O)(=O)N1CCOCC1	2.0	-14.6%	.	.	-3.4%	2.4%	.	.	-52.3%[57.1 µM]
NS(=O)(=O)c1ccc(NC(=O)CSc2nc3c(cnn3-c3ccccn3)c(=O)[nH]2)cc1	-3.4	-17.5%	0.0	-0.1	-4.1%	-2.7%	-8.2	-14.2	-8.7%
Cc1onc(-c2ccccc2)c1C(=O)Nc1nc(-c2cc(F)ccc2F)cs1	-3.7	-17.5%	-1.8	0.2	14.2%	-0.3%	-11.7	-14.8	23.1%
C=CCn1c(=O)[nH]c2cc(C(=O)N3CCN(c4ccc(C(C)=O)cc4)CC3)ccc2c1=O	-28.4	-21.9%	0.5	-0.1	7.3%[57.1 µM]	6.1%	-1.2	-8.5	6.1%[57.1 µM]
O=C(CC(NCCN1CCOCC1)C(=O)O)Nc1cccc(Cl)c1 (configuration not stated)	1.7	-19.8%	.	.	7.6%	5.1%	.	.	15.2%
CCOC(=O)C1CCN(C(=O)Cc2c(F)cccc2Cl)CC1	1.8	?	0.4	0.3	13.0%	3.2%	-3.6	30.8*	24.4%
CCn1nc(C(=O)N2CCN(Cc3nc4ccccc4s3)CC2)c2ccccc2c1=O	0.3	-20.0%	0.4	0.0	-0.2%	-8.8%	4.1	-6.6	-18.1%
Cn1c(=O)n(-c2ccc(Cl)cc2)c(=O)c2c3c(sc21)COC(C)(C)C3	5.3	-10.4%	0.4	-0.9	?	1.8%	8.1	-18.2	?
CC(NC(=O)CCCC1CCCCC1)c1ccc(S(N)(=O)=O)cc1 (configuration not stated)	0.9	?	0.6	-1.3	1.9%	2.6%	6.3	2.1	11.7%
S=c1[nH]nc(-c2ccco2)n1-c1ccc(Cl)cc1	-4.2	-21.1%	0.3	0.1	8.3%	8.2%	-3.8	3.5	-9.0%
CCN(CCNC(=O)C1CCCN(S(=O)(=O)CC)C1)c1ccccc1 (configuration not stated)	0.3	-4.3%	0.2	0.0	-0.7%	1.7%	15.4	-10.3	-2.9%
COc1cc(/C=N/Nc2ccc(Cl)c(C(=O)O)c2)ccc1OC(=O)c1ccco1	0.2	-5.9%	0.2	-0.7	-20.8%[57.1 µM]	4.9%	-5.3	4.9	5.6%[57.1 µM]
c1ccc(-n2ncc3c(NC4CCCCCC4)ncnc32)cc1	-3.4	-26.6%	-0.3	-0.6	9.5%	30.4%[activator]	-7.3	46.0*	18.6%
CCCC(=O)N=C1SC2CS(=O)(=O)CC2N1c1ccc(-c2nc3ccc(C)cc3s2)cc1 (configuration not stated)	-2.4	-19.1%	0.3	0.4	63.6%[activator]	-0.8%	7.5	-18.0	7.6%
Cc1cc(NC(=O)C2CCCN(S(=O)(=O)c3cnc[nH]3)C2)ccc1Br (configuration not stated)	-1.8	-8.6%	-1.2	0.3	0.8%	7.4%	8.2	28.6	5.9%
COc1ccc([N+](=O)[O-])cc1NC(=O)c1cncc(Br)c1	2.2	-20.0%	0.1	0.6	2.4%	-5.3%	-4.7	4.3	22.1%
O=C(Nc1cccc([N+](=O)[O-])c1)c1ccc2snnc2c1	-3.4	-16.9%	1.7	1.6	-0.7%	0.0%	-0.7	-12.3	28.9%
COc1ccc(F)cc1S(=O)(=O)NCC(c1ccc2c(c1)OCO2)N1CCN(C)CC1 (configuration not stated)	3.4	-15.5%	-0.2	0.4	-0.3%	3.1%	-8.3	23.8	0.7%
Cc1ccc(NC(=O)CN(C)C(=O)c2ccc(OCc3c(C)noc3C)cc2)cc1	5.9	-14.0%	0.4	-0.2	0.4%	0.3%	-2.1	-11.7	4.7%
CSc1ccc(C(=S)N2CCN(CCO)CC2)cc1	-0.8	2.1%	-1.2	-1.0	1.6%	0.8%	-1.4	-21.4	13.9%

Retrieved by structure from the list above:
SMILES	PI4K2A block	USP1 inh	D2 agonist	TRHR agonist	TrxR1 substrate	IDH1 R132H inh	TRHR PAM	D2 antag	rTrxR1 inhibitor
COc1ccc([N+](=O)[O-])cc1NC(=O)c1cncc(Br)c1	2.2	-20.0%	0.1	0.6	2.4%	-5.3%	-4.7	4.3	22.1%
COc1cc(/C=N/Nc2ccc(Cl)c(C(=O)O)c2)ccc1OC(=O)c1ccco1	0.2	-5.9%	0.2	-0.7	-20.8%[57.1 µM]	4.9%	-5.3	4.9	5.6%[57.1 µM]
CCN(CCNC(=O)C1CCCN(S(=O)(=O)CC)C1)c1ccccc1 (configuration not stated)	0.3	-4.3%	0.2	0.0	-0.7%	1.7%	15.4	-10.3	-2.9%

The list continues:
SMILES	PI4K2A block	USP1 inh	D2 agonist	TRHR agonist	TrxR1 substrate	IDH1 R132H inh	TRHR PAM	D2 antag	rTrxR1 inhibitor
COc1ccc(OCCC(=O)NCCN2CCOCC2)cc1	1.2	?	0.4	1.5	-3.0%	-2.1%	-1.8	-16.2	4.9%[57.1 µM]
N#Cc1c(-c2ccc(F)cc2)cc(-c2cccnc2)nc1N	3.9	1.5%	.	0.1	83.0%[activator]	-2.8%	6.6	.	38.1%[activator]
O=C1S/C(=C\c2cccs2)C(=O)N1c1ccc(O)cc1	-0.7	-20.4%	-1.9	-1.1	4.0%	7.2%	-2.8	4.3	18.7%
Cc1cc(C)cc(NC(=O)CSc2nnnn2-c2cccnc2)c1	1.8	-2.0%	-0.9	-1.6	-2.2%	-8.3%	-3.3	-2.4	14.9%
O=C(NCc1cccc(Cl)c1)NCc1cccc(Cl)c1	-3.9	5.3%	-2.0	-0.7	-7.9%	0.9%	-1.3	7.9	-7.0%
O=C(CSc1nc2cc(C(=O)O)ccc2c(=O)n1-c1ccc(F)cc1)Nc1ccc(F)c(F)c1F	-4.1	5.9%	0.0	0.0	-2.0%	4.1%	6.5	2.8	13.2%
CN(C)c1ccc(C(CN)c2c[nH]c3ccccc23)cc1 (configuration not stated)	0.1	-15.3%	-0.3	0.5	-1.6%	5.9%	18.6	-25.4	17.2%
O=C(CCC(=O)NC1CCCCCC1)Nc1nnc(C(F)(F)F)s1	-5.5	-7.8%	-0.5	0.0	5.2%	0.9%	-2.3	-5.3	24.3%
CC(C)NC(=O)N(C)C[C@H]1Oc2ccc(NC(=O)CCN3CCOCC3)cc2C(=O)N([C@H](C)CO)C[C@@H]1C	1.2	-23.0%	.	.	6.5%	-5.3%	.	.	15.7%
Cc1ccccc1NC(=O)COC(=O)c1ccc(S(=O)(=O)N2CCCCCC2)cc1	-2.5	-14.6%	0.5	0.3	-3.1%	-1.4%	0.2	-22.3	1.2%
C#CCOCCOCCOCCNc1nc(N2CCN(C(=O)CCCCCCCCCCNC(=O)[C@H](CCCCN)n3cc(C)nn3)CC2)nc(N2CCN(C(=O)CCCCCCCCCCNC(=O)[C@H](CCCCN)n3cc(CCCC(=O)O)nn3)CC2)n1	0.5	?	-0.4	-0.2	9.9%	6.5%	6.9	-1.1	-15.8%
Cc1ccc(Cl)cc1NC(=S)NN	6.4	-25.9%	-0.6	-0.4	8.1%	6.3%	-1.1	-0.3	-3.3%
